# FBPA coupling cs = coupling enzyme interference in Giardia aldolase counter-screen; coupling enzyme system counterscreen, AmpLite Red fluorescence; activity change, negative = inhibition, % at 58.2 µM, hits read low; 0.67% of 290,000 active; in the data active = activity change below about -30%; also: % is scaled to controls: 0 for no effect and ±100 for the full control effect
#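 Counterscreen lacking aldolase: glyceraldehyde-3-phosphate coupling-enzyme reagent preincubated 10 min at RT with compound (at 57.5 uM final), then substrate/coupling system with AmpLite Red added; fluorescence read at 525/598 nm after 20 min RT.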
# GALK inh = inhibitors of human galactokinase. Potency, µM (top dose mostly 57.5 µM), inactives show at the top dose activity change, negative = inhibition, hits mostly inhibitors. 0.007% of 270,000 active. AID 1868. Purified GALK, Kinase-Glo residual ATP luminescence. P51570; also: potency is read from the fitted curve at half-maximal effect; % is scaled to controls: 0 for no effect and ±100 for the full control effect
# Target sequence (P51570 whole entry, looked up): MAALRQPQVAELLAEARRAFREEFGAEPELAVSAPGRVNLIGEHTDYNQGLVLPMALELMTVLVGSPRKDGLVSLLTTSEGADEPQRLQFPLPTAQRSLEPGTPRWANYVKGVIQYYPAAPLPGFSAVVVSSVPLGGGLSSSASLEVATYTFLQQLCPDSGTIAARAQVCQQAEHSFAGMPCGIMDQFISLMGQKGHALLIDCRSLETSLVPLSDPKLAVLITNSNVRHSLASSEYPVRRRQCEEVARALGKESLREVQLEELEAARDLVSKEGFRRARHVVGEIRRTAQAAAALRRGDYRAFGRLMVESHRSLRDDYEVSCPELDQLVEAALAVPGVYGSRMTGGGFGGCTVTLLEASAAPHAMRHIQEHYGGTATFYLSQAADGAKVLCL
#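 The enzyme phosphorylates galactose (100 uM) using ATP (35 uM); inhibition is detected as higher residual ATP, quantified by bioluminescence after 1 h reaction at room temperature, pH 8.0.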
# Menin MLL FP TR = displaces Texas Red mutant MLL peptide from human menin. Potency, µM (top dose mostly 61.6 µM), without a hit: at the highest dose FP activity change, negative = inhibition, most hits filed as inhibitors. 0.23% of 270,000 active. Menin + Texas Red MLL mutant peptide, fluorescence polarization. AID 1768. O00255; active = well fitted inhibition curve with a large enough effect in the polarisation, with a control signal flat, not every such curve was filed as active; inconclusive = small, poorly fitted or top-dose-only effect, or effect the other way, or a change in a side signal; inactive = no such curve, though single readings can be large or run the other way; the % refers to the polarisation; also: potency is read from the fitted curve at half-maximal effect; % of control where 0% means no effect; many of its hits are not listed in these tables
# BCR signal inh = blocks chronic active B-cell receptor signaling; ABC-DLBCL IkBa-CBG/CBR reporter, luminescence ratio, 4 h; Potency, µM (titrated, usually from 46.1 µM), for the others: at the highest dose ratio change, negative = lower green/red ratio, most hits filed as inhibitors; 0.05% of 340,000 active; AID 493014; active = well fitted inhibition curve with a large enough effect in the signal ratio, with a control signal flat, not every such curve was filed as active; inconclusive = small, poorly fitted or top-dose-only effect, or effect the other way, or a change in a side signal; the % refers to the signal ratio;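 also: potency is read from the fitted curve at half-maximal effect; plate controls were basal doxycycline-induced cells for no effect and cells given 10 µM MG132 for full effect; MG132 reads +100%, hits lower the ratio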
#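 Concentration-response series (up to 46 uM) were applied to TMD8 dual-reporter cells for 4 h at 37C with doxycycline. Green/red ratio, after filter-overlap correction, defined %Activity; red signal alone was normalised to basal cells and zero luminescence.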
# Tb PFK block = inhibitors of T. brucei phosphofructokinase. O15648. T. brucei PFK, ADP-Glo luminescence. Potency, µM (highest dose often 57.5 µM), for inactives: at the highest dose activity, negative = inhibition, actives largely listed as inhibitors. 0.17% of 330,000 active. AID 485367;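 also: potency is read from the fitted curve at half-maximal effect; 0% = uninhibited 1x PFK enzyme wells and -100% = no-enzyme wells; nearly all actives have a fitted effect of over 60% in size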
#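 ADP-Glo luminescence quantified ADP after 45 min at room temperature, with 1.25 nM T. brucei PFK, 0.1 mM ATP and 0.5 mM fructose-6-phosphate in pH 8.0 TEA buffer. qHTS titrations up to 57 µM; curves classified by quality.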
# B2AR arrestin = beta2AR (human) beta-arrestin recruitment activity. AID 492947. 0.02% of 330,000 active. beta-arrestin recruitment to beta2AR, cell-based reporter. P07550. Potency, µM (highest dose often 46.1 µM), without a hit: top-dose activation, usual class: activators;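 also: potency is read from the fitted curve at half-maximal effect; 0% = DMSO controls and full agonism = EC100 isoproterenol or metaproterenol; nearly all actives have a fitted effect of over 65% in size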
# Target sequence (P07550 whole entry, looked up): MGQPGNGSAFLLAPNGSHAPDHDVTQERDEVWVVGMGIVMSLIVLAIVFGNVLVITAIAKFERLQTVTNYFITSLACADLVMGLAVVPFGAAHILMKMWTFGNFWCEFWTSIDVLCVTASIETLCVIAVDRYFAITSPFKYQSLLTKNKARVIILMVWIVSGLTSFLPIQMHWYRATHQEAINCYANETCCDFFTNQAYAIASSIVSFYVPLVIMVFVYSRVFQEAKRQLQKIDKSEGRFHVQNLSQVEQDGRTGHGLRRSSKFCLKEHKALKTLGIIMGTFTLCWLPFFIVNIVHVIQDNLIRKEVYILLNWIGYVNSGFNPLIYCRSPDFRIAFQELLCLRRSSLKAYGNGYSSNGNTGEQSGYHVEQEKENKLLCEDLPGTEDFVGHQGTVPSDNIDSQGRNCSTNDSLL
# TSG101-PTAP inh = blocks PTAP/TSG101 interaction to inhibit HIV-1 budding; Q99816; Fluorescence polarization, FITC-PTAP peptide / Tsg101 binding; Potency, µM (series often up to 115 µM), for the others: at the top dose activity change, negative = inhibition, most hits filed as inhibitors; 340,000 tested, under 10 active; active = well fitted inhibition curve with a large enough effect in the main read-out, with a control signal flat, not every such curve was filed as active; inconclusive = small, poorly fitted or top-dose-only effect, or effect the other way, or a change in a side signal; inactive = no such curve, though single readings can be large or run the other way; also: potency is read from the fitted curve at half-maximal effect; % of control where 0% means no effect
#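 Steps: Tsg101 binding domain dispensed (10 uM final), compounds pinned in DMSO, FITC-labeled PTAP-motif peptide added (50 nM final); after 20 min binding at room temperature, polarization measured.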
# a7 integrin act = activates integrin-mediated alleviation for muscular dystrophy; alpha7betagal myoblasts, beta-gal FDG fluorescence, 48 h; Potency, µM (doses to about 38.3 µM), for inactives: at the highest dose activation, usual class: activators; 0.064% of 350,000 active; AID 624291;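 also: potency is read from the fitted curve at half-maximal effect; 100% = response of the positive control SU9516; nearly all actives have a fitted effect of over 60% in size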
#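 alpha7betagal+/- myoblasts (passage 13, 250/well) treated 48 h at 37C with compounds at 1:260 dilution of DMSO stock. Lysed, then beta-galactosidase activity read as FDG fluorescence (ex 480/em 540) after 30 min, with pre-read for autofluorescence.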
# ASM inhibitor = human S-ASM enzyme inhibition; P17405; placental ASM, HMU-PC fluorogenic substrate, 60 min; Potency, µM (titrated, usually from 57.5 µM), inactives show at the top dose activity change, negative = inhibition, actives largely listed as inhibitors; 0.006% of 340,000 active; AID 504937; also: potency is read from the fitted curve at half-maximal effect
#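 qHTS format. ASM enzyme prepared from human placenta hydrolyses the fluorogenic substrate HMU-PC0 (9 uM final) over 60 min at 37 °C after a 10 min compound preincubation.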
# Giardia killer = kills Giardia lamblia; Giardia lamblia trophozoite viability; activity change, % at 7.66 µM, hits read low; 0.15% of 340,000 active; AID 540267; in the data active = activity change below about -80%; inconclusive = between about -30% and that limit;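 also: parasites exposed to compound for two days anaerobically before the ATP read; % is scaled to controls: 0 for no effect and ±100 for the full control effect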
#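 Luminescent ATP signal served as the viability read-out, measured 15-30 min after adding ATP detection reagent to trophozoites that had been incubated with compounds for 48 hrs at 37 deg C anaerobically at 100 cells/well.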
# PKM2 act = increases activity of human pyruvate kinase M2 | Potency, µM (titrated, usually from 57.5 µM), without a hit: at the top dose activation, hits mostly activators | 0.34% of 260,000 active | P14618 | purified PKM2, Kinase-Glo ATP luminescence, activation; response scale: 0% is enzyme alone, no compound; also: potency is read from the fitted curve at half-maximal effect; % is scaled to controls: 0 for no effect and ±100 for the full control effect; nearly all actives have a fitted effect of over 55% in size
#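 Purified hPK-M2 (>95% pure) converted ADP (0.1 mM final) to ATP with 0.5 mM PEP in 50 mM imidazole pH7.2, KCl, MgCl2, Tween 20, BSA; 1 h at room temperature. ATP detected by Kinase-Glo luminescence.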
# * hit, by the source's call; ? = inconclusive; / = no result given; [ ] = dose if it differs, or a comment. Unless noted, calls follow the shape of the dose curve; as a rule, active = well fitted curve in the direction sought with a large enough effect; inconclusive = small, poorly fitted or top-dose-only effect, or another doubt; inactive = no such curve, though single readings can be large; an effect the other way counts as inactive or inconclusive. These rows are one share of the data; rates above refer to the full screens.
SMILES,FBPA coupling cs,GALK inh,Menin MLL FP TR,BCR signal inh,Tb PFK block,B2AR arrestin,TSG101-PTAP inh,a7 integrin act,ASM inhibitor,Giardia killer,PKM2 act
COc1cc(N)c(Cl)cc1C(=O)OCC(=O)N1CCc2ccccc21,/,/,/,-10%,1%,-0.2%,1%,19%,-5%,4,/
CCCCCNC(=O)c1ccc(NS(=O)(=O)c2ccc3[nH]c(=O)[nH]c3c2)cc1,/,3%,/,-1%,1%,0.1%,-3%,?,-3%,-12,8%
COc1cccc(C(=O)C2CCCN(Cc3cn[nH]c3C3CCCCC3)C2)c1 (stereo unspecified),1,1%,-25%,-6%,2%,-0.4%,-1%,0%,-1%,-4,-2%
C[C@@]12CC(=O)NC1N(C(=O)c1cccc(C(F)(F)F)c1)C(c1ccccc1OC(=O)c1cccc(C(F)(F)F)c1)C2 (stereo partly specified),-10,-3%,?,?,-14%,-0.5%,-5%,-16%,-10%,8,1%
CC1(C)N=C(N)N=C(N)N1c1ccccc1,4,-2%,4%,1%,2%,-0.3%,-6%,1%,5%,0,9%
O=C(Cc1ccc([N+](=O)[O-])cc1)Nc1nccs1,-1,5%,/,7%,?,-0.8%,-5%,-48%[inhibitor],0%,33[activator],-9%
Cc1ccc(NC(=S)N/N=C/c2ccc(Cl)c([N+](=O)[O-])c2)cc1,-3,-4%,-10%,?,-4%,-0.3%,-1%,-5%,-2%,-3,-3%
CCOc1c(Cl)cc(CNc2ccc(N3CCCC3)cc2)cc1OC,-30,0%,?,?,-2%,-0.2%,0%,-9%,69%[activator],-17,-3%
Cc1cc([N+](=O)[O-])ccc1NC(=O)c1sc2ncn(CC(=O)N3CCOCC3)c(=O)c2c1C,-7,12%,-10%,5%,-4%,-0.4%,-5%,5%,0%,-16,/
Cc1nn(CC(O)Cn2c3c(c4ccccc42)CCN(C)C3=O)c(C)c1Br (stereo unspecified),-10,-2%,-10%,-2%,27%,0.1%,-6%,-13%,-4%,2,-2%
CCOCCCNC(=O)C1CCC(CNS(=O)(=O)c2ccc(OC)cc2)CC1 (stereo unspecified),-2,0%,-2%,-13%,-4%,0.2%,-6%,11%,-1%,1,-6%
COCCn1c(SCC(=O)NCc2ccc(OC)c(OC)c2)nc2ccccc21,1,1%,-19%,-1%,1%,0.1%,-1%,0%,-2%,-13,-3%
CCc1ccccc1NC(=O)C/C(C)=N/NC(=O)COc1ccccc1C,1,1%,/,?,3%,0.1%,-1%,-2%,0%,2,/
O=C(CCn1ccnc1)Nc1nc2ccccc2[nH]1,0,-1%,-1%,6%,-4%,0.1%,-4%,-10%,-1%,6,1%
Cn1cc(CNCc2cn[nH]c2-c2ccc(F)cc2)c(-c2ccc3c(c2)OCCO3)n1,2,3%,-12%,-18%,0%,-0.2%,-3%,0%,1%,-10,2%
COc1ccc(N2CCN(C(=O)CN3C(=O)NC4(CCCCC4C)C3=O)CC2)cc1 (stereo unspecified),/,/,/,6%,1%,-0.2%,-6%,17%,0%,-26,/
CCOC(=O)C1(CCOC)CCN(Cc2cc3ccccc3s2)CC1,-1,0%,-19%,0%,-2%,-0.4%,-1%,-17%,8%,15,1%
O=C(N[C@H]1C/C=C\C[C@@H](CC(=O)N(CCO)Cc2ccccc2)C(=O)N2CCC[C@H]2COC1=O)OCC1c2ccccc2-c2ccccc21,/,/,/,3%,0%,-1.2%,-5%,-19%,-5%,-10,/
O=C(CNC(=O)c1ccco1)OCC(=O)c1ccccc1,1,1%,-14%,?,0%,0.1%,-4%,-19%,6%,8,-4%
CC(C)Cc1ccc(C(=O)NCCOc2ccccc2)o1,1,6%,-13%,?,3%,0.4%,-2%,0%,-2%,4,10%
COc1ccc(NC(=O)CSc2nc3ccccc3c(=O)n2Cc2cccs2)c(OC)c1,-1,4%,-16%,-9%,0%,0.1%,/,/,/,/,10%
Cc1ccc(/C=C2\SC(=S)N(CCCC(=O)Nc3cccc(C(=O)O)c3)C2=O)cc1,/,-11%,/,1%,-19%,-0.4%,-7%,?,-7%,-12,8%
COc1cccc(-n2ccn(CC(=O)NCCc3ccccc3)c(=O)c2=O)c1,0,7%,-13%,-2%,0%,1.4%,-2%,?,-2%,43[activator],/
CCN(c1ccccc1)S(=O)(=O)c1ccc(C(=O)NCC2(N(C)C)CCCCC2)cc1,/,/,/,0%,4%,-0.9%,-7%,-50%[inhibitor],-1%,-19,/
CCCCOC(=O)C1=C(C)NC(=O)NC1c1cc2c(cc1Br)OCO2 (stereo unspecified),3,-3%,?,-2%,1%,2.4%,-2%,1%,2%,20,1%
Oc1ccc(Br)cc1/C=N/Nc1nc(N2CCCCC2)nc(N2CCOCC2)n1,-5,-2%,?,13%,-8%,0.1%,-7%,-9%,38%[activator],-7,0%
O=C(NCC1CCCO1)c1cc(-c2ccccc2)on1 (stereo unspecified),0,2%,3%,?,3%,0.3%,-7%,15%,2%,11,-4%
O=C(NCc1ccc(F)cc1)C(c1ccc(F)cc1)N(C(=O)c1csnn1)C1CC1 (stereo unspecified),-1,-4%,-14%,0%,1%,0.5%,-4%,39%,-1%,7,-9%
O=C(Nc1ccccc1)/C(=C/c1ccc([N+](=O)[O-])cc1)NC(=O)c1ccccc1,2,0%,10%,-2%,0%,-0.5%,-2%,-48%[inhibitor],-1%,-18,-23%
CCc1nn(CC(=O)NCc2ccccc2Cl)c(=O)c2cccn12,/,-9%,/,-3%,0%,0.1%,0%,-21%,2%,16,/
Cc1ccc(Cl)cc1NC(=S)N(C)N,2,1%,/,2%,-7%,-0.7%,2%,14%,0%,?,-10%
O=C(O)c1ccc(N/N=C/c2cc3c(cc2[N+](=O)[O-])OCO3)cc1,7,1%,?,/,6%,-0.8%,-3%,?,-3%,-11,-11%
Cc1ccccc1C(=O)Nc1c(-c2cccs2)c(=O)c2ccccc2n1C,-4,-1%,/,-6%,5%,-0.3%,-6%,-41%,1%,12,1%
O=C1OCCC1S(=O)(=O)c1ccc2ccccc2c1 (stereo unspecified),6,3%,1%,0%,0%,0.3%,-7%,16%,0%,-13,17%
O=C(CN1C(=O)C2(OCCO2)c2ccccc21)c1ccc(Cl)cc1,0,0%,-5%,0%,-1%,0.3%,-9%,-2%[7.66 µM],0%,-8,-1%
Cc1nn(Cc2ccc(Cl)cc2)c(C)c1NC(=O)CSc1n[nH]c(C)c1[N+](=O)[O-],3,0%,7%,-2%,0%,-0.2%,-8%,-31%,1%,0,2%
CCCCn1c(N)c(N(CCOC)C(=O)c2cc(Cl)nc3ccccc23)c(=O)[nH]c1=O,/,/,/,-2%,16%,0.0%,-5%,-12%,41%,12,/
O=C(COc1ccc(S(=O)(=O)N2CCCCC2)cc1)NCc1ccncc1,0,-3%,-20%,10%,-3%,-0.2%,-3%,-5%,0%,25,-5%
C#CCOCCOCCOCCNc1nc(N2CCN(C(=O)Cn3cc(CC(C)O)nn3)CC2)nc(N2CCN(C(=O)Cn3cc(CC(C)O)nn3)CC2)n1 (stereo unspecified),-1,/,12%,1%,-2%,-1.1%,-1%,7%,0%,-23,-3%
COc1ccc(OC)c(C2C(C#N)=C(N)Oc3c2c(C)nn3-c2cccc(Cl)c2)c1 (stereo unspecified),2,0%,32%[activator],?,0%,-0.6%,-2%,0%,0%,-12,0%
Cc1cc(-c2cc(C(=O)NC3CCCC3)on2)nc(NC2CCCC2)n1,1,4%,/,-9%,2%,0.1%,/,-38%,-28%,-28,-7%
O=C(NC(=S)N1CCOCC1)C12CC3CCC(CC(C3)C1)C2,4,1%,-3%,-10%,-1%,-0.5%,-1%,1%,1%,13,1%
CCCc1nc2cc(CC(=O)OC)ccc2o1,-1,2%,0%,?,-3%,-0.7%,-7%,2%,2%,-3,-9%
O=C(NCc1ccccc1F)c1ccc2c(c1)OCCO2,0,0%,4%,-4%,0%,0.5%,0%,-2%,-1%,13,-6%
CC1CCC/C(=N/Nc2ccc([N+](=O)[O-])cc2[N+](=O)[O-])C1 (stereo unspecified),-1,0%,-4%,9%,-8%,-0.4%,1%,-5%,-12%,7,0%
CC(NC(=O)C1CCN(S(=O)(=O)c2ccc3nc4c(c(C(=O)O)c3c2)CCCC4)CC1)c1ccccc1 (stereo unspecified),/,-5%,/,?,-5%,0.1%,-3%,-26%,2%,-11,/
O=C(CSc1nc2c(cnn2-c2cccc(Cl)c2)c(=O)[nH]1)NCCC1=CCCCC1,/,/,/,3%,-2%,-0.1%,0%,-1%,0%,-6,/
